# Screening results (PubChem)
# ERb SRC1 inh: blocks coactivator binding to human estrogen receptor beta; AID 633; 86,000 compounds, 1.3% hits; TR-FRET ER-beta LBD / SRC1-Cy5 peptide binding; receptor agonist-loaded with 1 µM estradiol; inhibition, % at 25.6 µM;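 active = compounds whose percent inhibition of the receptor-coactivator binding signal exceeds about 50% in the single-dose screen, limit read from the data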;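 note: 0% = receptor plus peptide wells without compound and 100% = peptide-only wells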
# Target sequence (Q92731 whole entry, looked up, the tested form may be a part): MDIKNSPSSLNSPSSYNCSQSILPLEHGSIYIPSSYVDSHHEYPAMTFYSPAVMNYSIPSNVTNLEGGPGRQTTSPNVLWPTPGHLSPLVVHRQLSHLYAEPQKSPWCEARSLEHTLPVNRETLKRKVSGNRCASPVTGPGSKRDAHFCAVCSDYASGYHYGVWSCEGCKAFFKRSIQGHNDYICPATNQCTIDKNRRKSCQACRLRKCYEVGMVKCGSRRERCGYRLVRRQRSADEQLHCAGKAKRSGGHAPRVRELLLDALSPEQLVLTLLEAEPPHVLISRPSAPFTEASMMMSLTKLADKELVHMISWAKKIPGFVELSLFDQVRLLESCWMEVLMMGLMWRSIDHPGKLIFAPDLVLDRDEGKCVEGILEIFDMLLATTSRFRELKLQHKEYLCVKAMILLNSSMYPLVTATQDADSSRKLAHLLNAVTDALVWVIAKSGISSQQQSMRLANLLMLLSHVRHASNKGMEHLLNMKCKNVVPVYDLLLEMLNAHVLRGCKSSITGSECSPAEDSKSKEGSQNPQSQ
# sEH activator: activators of human soluble epoxide hydrolase | 91,000 compounds, 0.04% hits | purified human sEH enzymatic activity, activator screen | P34913 | activation, % at 2 µM; in the data active = activation above about 37%; note: values of inactives mirror those of a sister screen read the other way
# Target sequence (P34913 whole entry, looked up): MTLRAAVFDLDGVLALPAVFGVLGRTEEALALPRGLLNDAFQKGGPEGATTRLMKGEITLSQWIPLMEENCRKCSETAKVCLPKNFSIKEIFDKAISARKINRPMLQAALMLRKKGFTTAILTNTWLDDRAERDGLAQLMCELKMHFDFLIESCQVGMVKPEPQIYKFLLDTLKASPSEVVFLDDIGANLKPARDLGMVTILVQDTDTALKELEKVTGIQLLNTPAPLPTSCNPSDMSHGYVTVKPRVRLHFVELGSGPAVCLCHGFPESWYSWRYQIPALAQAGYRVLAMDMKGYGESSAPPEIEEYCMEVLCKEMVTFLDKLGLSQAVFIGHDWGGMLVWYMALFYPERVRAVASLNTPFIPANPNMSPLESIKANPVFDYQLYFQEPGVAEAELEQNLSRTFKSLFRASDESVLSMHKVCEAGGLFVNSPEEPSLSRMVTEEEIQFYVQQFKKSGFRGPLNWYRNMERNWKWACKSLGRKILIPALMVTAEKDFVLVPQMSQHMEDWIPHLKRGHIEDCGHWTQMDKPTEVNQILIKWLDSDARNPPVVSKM
# sEH inhibitor: blocks human soluble epoxide hydrolase activity. AID 707. 91,000 compounds, 0.34% hits. inhibition, % at 2 µM. recombinant human sEH enzymatic activity assay; in the data active = inhibition above about 80%; note: values of inactives mirror those of a sister screen read the other way; many of its hits are not listed in these tables
# IL1B cytotox: toxic to HUVEC cells under IL-1B stimulation | HUVEC cell count loss, Hoechst imaging, IL-1B stimulated | cell count reduction, % at 2 µM | 94,000 compounds, 0.41% hits | AID 845;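 active = cell count reduction more than 3 SD above the screen-wide mean, cut at about 70% in these data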;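 note: normalized per plate to untreated control cells as the no-loss baseline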
# TNFa cytotox: toxic to HUVEC cells under TNF alpha stimulation; HUVEC TNFalpha-stimulated, Hoechst cell count, imaging; cell count reduction, % at 2 µM; 93,000 compounds, 0.17% hits; AID 848;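 active = cell count reduction exceeding the screen mean by over 5 SD, scaled to untreated wells per plate, cut at about 78% in these data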;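 note: cells counted after 24 h of TNF alpha exposure following the 1 h pretreatment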
# cytoskel mod: modifiers of cytoskeleton assembly. HUVEC TNFa F-actin phalloidin imaging, high content. inhibition, % at 2 µM. 91,000 compounds, 0.18% hits;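 active = inhibition above the batch mean plus 3 SD and confirmed as a hit by visual image inspection, cut at about 30% in these data, passing the limit was not always enough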; note: strong numbers were not always called active
# Smad3 FoxH1 inh: inhibitors of human Smad3 transcription factor binding | TR-FRET Smad3/Dy647-FoxH1 peptide binding, europium anti-His | P84022 | AID 630 | 88,000 compounds, 0.29% hits | inhibition, % at 25 µM;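 active = compounds that reduce the energy-transfer binding signal between the protein and its labelled peptide by more than half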;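 note: 0% = Smad3 plus labelled peptide maximal FRET and 100% = peptide-only background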
# VCAM1 TNFa inh: reduces TNF alpha induced VCAM1 expression in HUVEC; HUVEC TNFa-induced VCAM-1 immunofluorescence, high-content imaging; inhibition, % at 2 µM; 95,000 compounds, 0.48% hits; AID 802;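 active = inhibition above the batch mean plus 3 SD, with images confirmed as a hit by eye, cut at about 37% in these data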;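 note: 0% = TNF-stimulated DMSO wells and 100% = unstimulated control wells; not every result past the cut was called active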
# Calb biofilm kill: kills Candida albicans biofilms | C. albicans biofilm + clotrimazole, Alamar Blue | inhibition, % at 6 µM | 85,000 compounds, 0.14% hits;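 active = inhibition above 20%; inactive = inhibition below 20%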;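 note: preformed 24 hr biofilms exposed to compound for 48 hr; 0% = biofilm without compound and 100% = blank killed by clotrimazole plus chlorhexidine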
# * hit, by the source's call; / = not tested or not shown; [ ] = another dose, or the depositor's remark. An excerpt; count on the stated rates, not on these rows.
# Start of the listing, in advance (three entries):
# Screens in order – ERb SRC1 inh, sEH activator, sEH inhibitor, IL1B cytotox, TNFa cytotox, cytoskel mod, Smad3 FoxH1 inh, VCAM1 TNFa inh, Calb biofilm kill
1: O=c1[nH]c2ccccc2c(=O)n1-c1cccc(Cl)c1
 : /, 9.8, -12.3, -2.3, -36.2, -8.2, /, 8.3, /
2: CC1CCCN(CC(=O)N2CCCc3ccccc32)C1 (stereo unspecified)
 : -5.3, 2.4, -2.4, -0.5, 0.8, 9.8, 1.6, -9.7, 8.9
3: Cc1nc2ccccc2n1C1CCN(Cc2nnnn2CCc2ccccc2)CC1
 : -4.0, 3.9, -3.2, 16.8, -11.2, -0.5, -6.0, 6.7, 4.6

# The listing (from the top)
# Screens in order – ERb SRC1 inh, sEH activator, sEH inhibitor, IL1B cytotox, TNFa cytotox, cytoskel mod, Smad3 FoxH1 inh, VCAM1 TNFa inh, Calb biofilm kill
1: O=c1[nH]c2ccccc2c(=O)n1-c1cccc(Cl)c1
 : /, 9.8, -12.3, -2.3, -36.2, -8.2, /, 8.3, /
2: CC1CCCN(CC(=O)N2CCCc3ccccc32)C1 (stereo unspecified)
 : -5.3, 2.4, -2.4, -0.5, 0.8, 9.8, 1.6, -9.7, 8.9
3: Cc1nc2ccccc2n1C1CCN(Cc2nnnn2CCc2ccccc2)CC1
 : -4.0, 3.9, -3.2, 16.8, -11.2, -0.5, -6.0, 6.7, 4.6
4: CC(N)C(=O)c1ccco1 (stereo unspecified)
 : 9.3[fluorescence artefact?], -7.5, 8.2, 13.2, -1.3, -4.7, -4.1, -7.3, 1.7
5: COc1ccc(CN2CC3CC(C2)c2cccc(=O)n2C3)cc1OC (stereo unspecified)
 : -8.0, /, /, -10.2, -45.4, -6.7, -7.4, 9.2, /
6: CN(C)C(=O)Oc1ccc(C(=O)c2ccccc2)cc1
 : -5.2, 0.5, 0.9, -9.2, -15.1, 2.8, 6.7, 12.6, 2.5
7: O=C1C2CCCN2C(c2cccnc2)N1c1nccs1 (stereo unspecified)
 : -0.8, /, /, -14.5, -34.4, 9.7, 5.4, 18.5, 3.2
8: CCN(CC)CCCN=C(C)c1c(O)n(C2CCCCC2)c(=O)[nH]c1=O
 : -5.9, -5.9, 7.5, -42.7, -32.3, 24.8, 5.0, -27.8, 8.8
9: COc1ccc(CN2CCN(c3ccccc3F)CC2)cc1O
 : -1.3[fluorescence artefact?], -9.4, 11.8, -22.3, /, -15.4, 9.6, -7.5, 4.7
10: COC(=O)C1=C(N)Oc2c(c(=O)oc3ccccc23)C1c1cccnc1 (stereo unspecified)
 : 9.7, -4.0, 5.8, -17.5, -6.1, 0.1, 8.4, 13.6, -2.8
11: Cc1cc(C)n2nc(SCC(=O)N3CCC4(CC3)OCCO4)nc2n1
 : 4.6, 16.7, -17.4, 8.0, -5.7, 6.2, -8.0, 16.8, -10.2
12: CN1CCC(N(C)c2nc(-c3ccc([N+](=O)[O-])cc3)nc3ccccc23)CC1
 : /, 12.9, -9.9, 2.2, 8.2, -28.9, /, 4.5, /
13: CCC(=Nc1ccc2c(c1)CCC2)c1c(O)n(C2CCCCC2)c(=O)[nH]c1=O
 : -1.4[fluorescence artefact?], 2.6, -4.8, 17.3, -22.1, 35.4, 11.4[fluorescence artefact?], 8.4, 7.0
14: COc1cc(/C=N/n2cnnc2)ccc1OC(=O)N(C)C
 : 20.6[fluorescence artefact?], -12.1, 12.6, 11.7, -7.4, -19.7, -0.8, 11.1, 5.7
15: NC1=Nc2ccccc2Oc2ccccc21
 : /, 3.4, -0.9, -10.2, -0.8, -5.5, /, -5.0, /
16: Cc1ccc(C(c2nnnn2Cc2ccccc2)N2CC=C(c3ccc(F)cc3)CC2)cc1 (stereo unspecified)
 : /, -4.9, 7.5, -30.0, 6.5, -1.9, /, 2.1, /
17: COc1ccc(C(=O)CN2CCOCC2)cc1F
 : /, 7.4, -8.7, 7.5, -2.8, -24.8, /, -10.5, /
18: CN1CCN(c2ccc(N)cc2)CC1
 : 90.6*[fluorescence artefact?], 9.7, -12.9, -2.5, -15.4, -4.9, 11.4, 12.1, 7.0
19: O=C(Nc1ccc(C(F)(F)F)cc1)c1cccn(Cc2ccc3c(c2)OC(F)(F)O3)c1=O
 : /, -22.1, 23.9, -5.8, -7.0, -8.6, /, 5.1, /
20: CCN(CC)CCOC(=O)c1cc2cc(COC)ccc2o1
 : /, 9.5, -9.6, -7.3, -16.6, -9.9, /, -7.2, /

# The list goes on.
# Screens in order – ERb SRC1 inh, sEH activator, sEH inhibitor, IL1B cytotox, TNFa cytotox, cytoskel mod, Smad3 FoxH1 inh, VCAM1 TNFa inh, Calb biofilm kill
21: CC(C)Cc1[nH]c(=O)c(C#N)c2c1CCC2
 : -15.0, 7.5, -4.0, -78.4, -19.2, 6.2, 2.6, 1.5, 1.3
22: C=CCN(c1ccc(C(=O)N(CC)CC)cc1)S(C)(=O)=O
 : 12.8, -0.3, 2.7, -33.1, -51.0, -4.1, -21.5, -1.6, 0.8
23: O=c1[nH]c(=O)n(C2CCCCCC2)c(O)c1C=NC1CCN(Cc2ccccc2)CC1
 : -3.1[fluorescence artefact?], -1.9, -0.8, -70.7, -8.7, -4.4, -5.5, -19.7, 5.8
24: O=c1c2cc(Cl)cc(Cl)c2nc(CN2CCOCC2)n1-c1ccccc1F
 : 1.2, -2.1, 4.7, -11.8, -14.8, 3.3, 2.0, -9.8, 3.5
25: CN(C)C(=O)Oc1ccc2ccccc2c1Cl
 : -5.4, 12.4, -15.7, -14.1, 9.4, -6.0, -4.7, 11.1, 0.3
26: O=C1C2CCCN2C(c2ccc(Cl)c(Cl)c2)N1c1ccccn1 (stereo unspecified)
 : -0.5, 7.5, -9.3, -14.3, -4.2, -6.8, 2.3, -5.0, 4.6
27: CCCCn1c(O)c(C=NCCCN(CC)CC)c(=O)[nH]c1=O
 : 8.6[fluorescence artefact?], -14.7, 13.6, 11.5, -16.7, 40.0, 7.9, -9.2, -0.5
28: CC1(C)CN=C(Nc2ccc(F)c(F)c2)S1
 : -5.7, 15.6, -18.6, 3.6, -12.2, 0.9, 3.5, 1.3, 9.5
29: Cn1c(O)c(C=NCCOc2ccc(Cl)cc2)c(=O)n(C)c1=O
 : 3.0, 13.9, -12.5, 26.0, -5.2, /, -21.5, -7.0, /
30: C=COCCn1c(C)c(C(=O)OCC)c2cc(O)ccc21
 : -8.8, -3.9, 4.8, -25.5, -9.3, /, 2.6, -1.7, 1.2
31: C=CCOC(=O)COc1cc(C)cc2oc(=O)c3c(c12)CCC3
 : 4.0, -2.3, 4.2, -3.3, -22.3, 14.3, 0.5, 4.2, 9.0
32: Cc1oc(-c2ccccc2F)nc1CS(=O)CC(=O)N1CCC2(CC1)OCCO2 (stereo unspecified)
 : -3.6, 7.7, -9.1, 24.6, -12.3, 19.6, 8.3, 3.9, 9.2
33: Fc1cccc(F)c1CN1CCN(Cc2c(F)cccc2F)CC1
 : 1.9, 11.1, -13.9, 23.0, -1.5, 12.2, 0.7, 22.6, 8.3
34: CC12CC(c3ccccc3O1)C(C(=O)OCc1ccccc1)C(=O)N2 (stereo unspecified)
 : 4.5, 8.9, -8.5, -26.6, -0.8, -6.0, 2.8, 1.5, 9.1
35: C=CCn1c(O)c(C=NCCCOc2ccc(CC)cc2)c(=O)[nH]c1=S
 : 16.9, -3.8, 8.5, 3.8, /, 2.6, 11.0[fluorescence artefact?], -42.0, 5.8
36: ON1C2CCCCC2N(O)C1c1ccccc1F (stereo unspecified)
 : -8.3, -3.1, 6.5, -1.6, -4.8, 3.7, 0.4, 7.0, 6.2
37: CN(C)CP(=O)(O)CN(C)C=O
 : -1.4[fluorescence artefact?], 14.1, -16.7, -9.6, -38.0, -0.9, 2.0, -1.1, 2.2
38: Cc1cccc(-n2c(-c3ccco3)nc3ccccc3c2=O)n1
 : 1.3, 0.5, 1.9, -1.6, 5.2, -8.9, 5.6, 14.6, 9.8
39: COc1ccc(OCC(=O)N2CCN(CC3CC4C=CC3C4)CC2)cc1 (stereo unspecified)
 : -6.0, -0.3, -1.8, 19.2, -2.5, -15.9, -6.6, 14.1, 7.2
40: O=C(c1ccccc1)c1cn(CC(=O)N2CCCC2)c2ccccc12
 : 3.3[fluorescence artefact?], 4.8, -5.9, -1.7, 6.1, -6.1, -14.7, 3.5, -3.6

# (cont.)
no.	molecule	ERb SRC1 inh	sEH activator	sEH inhibitor	IL1B cytotox	TNFa cytotox	cytoskel mod	Smad3 FoxH1 inh	VCAM1 TNFa inh	Calb biofilm kill
41	CCOC(=O)c1c(-n2c(C)cc(/C=C3/C(=O)NC(=O)N(CC)C3=O)c2C)sc2c1CCCC2	/	7.5	-9.6	-15.2	-12.9	-1.1	/	-1.6	/
42	O=C(c1ccc(CNS(=O)(=O)c2ccccc2)cc1)N1CCC2(CC1)OCCO2	16.8	/	/	-14.6	-12.8	10.7	-2.9	-1.7	2.3
43	O=C(C1CCN(S(=O)(=O)c2ccccc2)CC1)N1CCC2(CC1)OCCO2	2.2	-9.4	10.6	-17.9	-8.1	-16.4	1.2	-3.1	8.9
44	O=C(c1cccs1)c1cn(Cc2ccccc2Cl)c2ccccc12	2.2	11.1	-14.4	4.2	-6.4	1.0	7.2	-8.8	-4.6
45	N=c1sc2c(n1Cc1ccccc1)CCCC2	0.7[fluorescence artefact?]	2.4	-1.9	-3.9	-11.8	-5.8	-1.9	-6.7	5.3
46	O=c1c2ccccc2nc(CN2CCOCC2)n1-c1ccccc1F	7.1[fluorescence artefact?]	11.9	-11.5	-0.6	9.1	2.8	-7.8	8.9	5.2
47	COc1ccc(CCn2c(O)c(C=NCc3ccc4c(c3)OCO4)c(=O)[nH]c2=O)cc1OC	-9.7	-11.3	11.4	-6.7	6.8	14.3	-10.3	-21.5	6.9
48	O=[N+]([O-])c1ccc(C2C3C(c4ccccc4)=NC4(CCCCC4)N32)cc1 (stereo unspecified)	/	6.3	-8.4	-3.2	-3.1	-0.8	/	-5.5	/

# Down the list, from the results shown:
# VCAM1 TNFa inh, entries 41 to 48: -1.6, -1.7, -3.1, -8.8, -6.7, 8.9, -21.5, -5.5

# Later entries.
no.	molecule	ERb SRC1 inh	sEH activator	sEH inhibitor	IL1B cytotox	TNFa cytotox	cytoskel mod	Smad3 FoxH1 inh	VCAM1 TNFa inh	Calb biofilm kill
49	CCCCCn1c(=O)c(C(=O)NCc2ccccn2)c(O)c2ccccc21	-0.7	/	/	-36.0	-3.5	15.7	-0.8	-1.3	2.8
50	O=c1c2ccccc2nc(-c2ccccc2)n1-c1cccnc1	/	11.8	-10.9	13.0	-1.7	-0.1	/	4.8	/
51	CC1(c2ccccc2)NCCN2C(=O)CSC21 (stereo unspecified)	-7.4	-6.9	8.7	-22.8	8.3	5.9	3.8	22.3	2.2
52	O=C(Cn1cnc2sc3c(c2c1=O)CCCC3)NCCC(=O)N1CCC2(CC1)OCCO2	-7.3	-3.1	3.4	2.6	-24.7	6.0	3.5	13.4	7.2
53	Oc1cc2c(cc1CN1CCN(c3ccccc3)CC1)CCC2	-3.9	-5.1	6.6	-31.1	/	/	-1.3	/	-2.4
54	CCN1CCN(c2nc3ccccc3s2)CC1	-1.0[fluorescence artefact?]	/	/	-2.1	-9.8	33.8	-0.1	-3.9	6.3
55	Nc1c(C(=O)OCC2CCCO2)c2nc3ccccc3nc2n1Cc1cccs1 (stereo unspecified)	9.1[fluorescence artefact?]	18.6	-20.7	-6.8	-33.1	-7.0	-1.0	-3.3	7.1
56	CCN1CCN(Cc2cc(Br)ccc2O)CC1	-1.0[fluorescence artefact?]	-0.5	-1.8	6.2	-30.7	/	2.9	1.7	5.9
57	CCN(CC)C1=NC(=[N+](CC)CC)c2ccccc21	0.9[fluorescence artefact?]	9.7	-8.4	-11.8	3.6	-6.7	9.5	-9.8	6.7
58	CC(C)OC(=O)c1c(N)n(Cc2ccco2)c2nc3ccccc3nc12	16.8[fluorescence artefact?]	10.4	-10.8	17.0	/	/	-3.8	/	7.7
